Screening results (PubChem)
IkB sig inh – IkB Signaling. actives 0.04% (n = 110,000). Potency, µM (top dose mostly 57.1 µM), inactives show at the highest dose IkBa stabilization activation. ABC-DLBCL IkBa-CBG/CBR dual luciferase ratio, 4 h; response scale: scaled: untreated 0%, proteasome inhibitor 100%. AID 445, 2006; active = well fitted curve in the direction sought with a large enough effect in the signal ratio, not every such curve was filed as active; inconclusive = small, poorly fitted or top-dose-only effect, or a change in a side signal; the % refers to the signal ratio;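 also: the direction sought is a rising ratio; 0% = basal untreated cells and 100% = reference inhibitor full response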
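Luminescence ratio of IκBα-fused green versus native red beetle luciferase in OCI-Ly3 cells, 4 h post-doxycycline with compound; red signal alone, scaled from basal (0%) to zero light (-100%), flagged nonspecific or cytotoxic effects.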
p53ts 32C tox – qHTS Screen for Compounds that Selectively Target Cancer Cells with p53 Mutations: Cytotoxicity of p53ts Cells at the Permissive Temperature | actives 0.93% (n = 130,000) | Potency, µM (doses to about 46.1 µM), without a hit: at the highest dose activity change, negative = cytotoxicity, hits mostly cytotoxic | H1299-p53A138V at 32C, ATP luminescence viability, 24 h | AID 924, 2007;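 also: 0% = DMSO and -100% = full killing by reference compound; nearly all actives have a fitted effect of over 55% in size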
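Cells: H1299 p53ts (A138V), 600/well, pre-incubated 16–30 h at 37C. Cpd up to 46 uM, 24 h, 32C. Readout: ATPlite luminescence, 20 min RT. Normalization: DMSO vs tamoxifen 100 uM. AC50 by Hill equation.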
Imprint erasure – qHTS Assay for Compounds that Induce Erasure of Genomic Imprints. Potency, µM (series often up to 60.7 µM), for the others: top-dose activity change, positive = activation, most hits filed as activators. actives 0.02% (n = 110,000). mouse ES Peg3-LacZ reporter, beta-gal luminescence, 40 h. AID 1948, 2009;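 also: 0% = negative control wells on the plate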
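Readout: BetaGlo luminescence (5 min, room temp) for LacZ from the normally silent maternal Peg3 allele in female Peg3LacZ-Neo ES cells. Cells 300/well, 40 h, 37C, 5% CO2. Data normalized per plate to negative controls.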
p53ts 39C kill – qHTS Screen for Compounds that Selectively Target Cancer Cells with p53 Mutations: Cytotoxicity of p53ts Cells at the Nonpermissive Temperature; Potency, µM (doses to about 46.1 µM), without a hit: top-dose activity change, negative = cell killing, usual class: cytotoxic; H1299-p53A138V viability at 39C, ATP luminescence, 24 h; actives 1.5% (n = 130,000); AID 902, 2007; also: nearly all actives have a fitted effect of over 55% in size
* = called active by the depositor; ? = inconclusive; · = no result given; [ ] = remark or other dose. Unless noted, calls follow the shape of the dose curve; as a rule, active = well fitted curve in the direction sought with a large enough effect; inconclusive = small, poorly fitted or top-dose-only effect, or another doubt; inactive = no such curve, though single readings can be large; an effect the other way counts as inactive or inconclusive. Unless noted, % is scaled to controls: 0 for no effect and ±100 for the full control effect; potency is read from the fitted curve at half-maximal effect.

Under each structure – IkB sig inh	p53ts 32C tox	Imprint erasure	p53ts 39C kill
- CCOC(=O)c1ccc(N2C(=O)c3n[nH]c(C)c3C2c2ccc(OC)cc2)cc1 (stereo unspecified)
→ 2.2%	21.5%	-10.1%	-13.6%
- O=C(c1ccco1)c1cn[nH]c1-c1ccc(Cl)cc1O
→ 14.8%	-4.1%	-8.7%	7.3%
- CN1C(=O)c2ccccc2N(C)C1c1cccs1 (stereo unspecified)
→ 0.0%	7.9%	-6.7%	-8.1%
- CCOC(=O)c1c(NC(=O)/C=C/c2ccc(OCC)cc2)sc2c1CCC2
→ 1.2%	4.5%	-5.7%[10.9 µM]	21.7%
- Cc1ccc(CSc2nnc3[nH]c(=O)cc(-c4ccccc4)n23)cc1
→ 0.8%	7.6%	1.0%[10.9 µM]	17.3%
- COc1ccc(Cn2c(=O)n(-c3ccc(OC)cc3)c(=O)c3c2c2cc(OC)ccc2n3C)cc1
→ ?	18.7%	-6.9%[10.9 µM]	38.0%[activator]
- O=S(=O)(c1ccccc1)N1CN2CN(C1)CN(S(=O)(=O)c1ccccc1)C2
→ -0.9%[11.4 µM]	7.5%[9.22 µM]	-0.5%[10.9 µM]	16.1%[9.22 µM]
- CCc1c(C(=O)N2CCOCC2)csc1C
→ 1.8%	3.1%	-8.2%	19.7%
- CC1=CC(=C2C(=O)c3ccccc3C2=O)C=C(C)N1Cc1ccco1
→ ?	?	-29.0%	?
- CCCCOc1ccc(C(=O)N(Cc2ccco2)Cc2ccco2)cc1
→ 1.3%	23.8%	14.9%[10.9 µM]	-22.2%
- CCC(=O)Nc1ccc(C(=O)c2ccccc2)cc1
→ 7.9%	0.1%	-9.9%	-27.8%
- CCOc1ccccc1NC(=O)CCc1c(C)nc2c3cccnc3nn2c1C
→ ?	3.8%	-9.5%[10.9 µM]	-0.9%
- CC(C)(C)NC(=O)C(c1ccco1)N(Cc1ccc(F)cc1)C(=O)c1snc(C(N)=O)c1N (stereo unspecified)
→ 5.6%	17.1%	-11.6%	4.8%
- CCN(C(=O)c1cn(C)c(=O)c2ccccc12)c1cccc(C)c1
→ 2.5%	-15.2%	-13.0%[10.9 µM]	1.9%
- CCC1(CC)C(=O)NN(c2ccccc2)C1=O
→ ·	-7.1%	·	1.8%
- CCOC(=O)CSc1nc2cc3c(cc2c(=O)n1CCCC(=O)NCc1ccc2c(c1)OCO2)OCO3
→ -0.5%	1.8%	-11.1%[10.9 µM]	?
- COc1cccc(OC)c1NC(=O)Cc1nn(C)c(=O)c2ccccc12
→ 0.1%	2.4%	-10.8%	-1.5%
- Cc1c(CNCc2cccs2)c(C(=O)O)c(C)n1Cc1ccccc1
→ 1.6%	1.7%	-9.2%	-6.1%
- c1ccc2[nH]c(CSc3nc4ccccc4o3)nc2c1
→ ·	-5.0%	·	-11.2%
- CCCCCN(CCCCC)C(=O)[C@H](CCC(=O)O)NC(=O)c1ccc(Cl)c(Cl)c1
→ 0.7%[25.6 µM]	-2.9%[20.6 µM]	-5.8%[16.8 µM]	-1.7%[20.6 µM]

As entered above.
In p53ts 39C kill, `COc1cccc(OC)c1NC(=O)Cc1nn(C)c(=O)c2ccccc12` is entered as -1.5%
In Imprint erasure, `CCOC(=O)CSc1nc2cc3c(cc2c(=O)n1CCCC(=O)NCc1ccc2c(c1)OCO2)OCO3` is entered as -11.1%[10.9 µM]
In p53ts 32C tox, `CCC1(CC)C(=O)NN(c2ccccc2)C1=O` is entered as -7.1%

(more compounds)
Under each structure – IkB sig inh	p53ts 32C tox	Imprint erasure	p53ts 39C kill
- CO[C@H]1COC(=O)[C@H](C)NC(=O)[C@@H](C)COC(=O)[C@H]2CCCN2C(=O)C/C=C\[C@H]1C
→ ·	3.8%[9.22 µM]	·	-2.9%[9.22 µM]
- CCN(CCCNC(=O)C1CCC(=O)N1Cc1ccc(F)cc1)c1cccc(C)c1 (stereo unspecified)
→ 3.4%	-3.9%	-11.8%	-7.5%
- CCn1c(SCC(=O)C(C)(C)C)nnc1-c1cccnc1
→ -0.1%	1.4%	1.6%	11.0%
- COc1cccc(NC(=O)c2ccc(CN3CCN(c4ccccc4)CC3)cc2)c1
→ ?	?	·	-19.3%
- COc1cccc(-c2nc(SCc3ccc(C)cc3)n3[nH]c(=O)cc3n2)c1
→ -2.5%	-1.4%	?	12.6µM*
- O=C(CCSc1nnc(-c2ccncc2)o1)Nc1ccc(Cl)cc1
→ -0.7%	-3.3%	·	-0.8%
- CCOC(=O)CN(C(=O)CNC(=O)c1ccco1)C(C(=O)NC1CCCCC1)c1cccs1 (stereo unspecified)
→ ·	-8.1%	·	25.7%
- CCn1cc(C(=O)O)c(=O)c2cc(OC)ccc21
→ -0.1%	-0.5%	-3.7%	-0.2%
- CC1(c2ccc3c(c2)OCO3)NC(=O)N(CC(=O)NCCC2=CCCCC2)C1=O (stereo unspecified)
→ 1.0%	3.3%	-13.6%	12.0%
- CC1=Nc2ccccc2N=C(NC(=O)CSc2nnnn2-c2ccccc2)C1c1ccccc1 (stereo unspecified)
→ ?	10.7%	-22.2%	7.9%
- COc1ccc(NC(=O)CCCn2c(=O)c3cccn3c3cccnc32)cc1Cl
→ -1.5%	-3.7%	-9.0%[10.9 µM]	-10.9%
- O=C(NCCCn1ccnc1)c1cn(Cc2ccc(F)cc2)nn1
→ 1.8%	-1.4%	-3.9%	11.7%
- C=CCSC1=N/C(=C\c2cc(OC)c3c(c2)OCO3)C(=O)S1
→ 0.3%	9.6%	-2.2%	-0.7%
- CCCCOc1cccc(C(=O)Nc2ccc(N3CCN(CC)CC3)cc2)c1
→ -0.4%	-2.6%	-52.7%[inhibitor]	-0.6%
- COc1cc(OC)cc(-n2nnc(-c3nc(-c4ccccc4Cl)no3)c2N)c1
→ -2.4%	0.2%	7.4%[10.9 µM]	-25.8%
- COc1ccc(C)c(Cn2c(-c3nonc3N)nc3ccccc32)c1
→ -1.8%	-4.4%	-22.6%	7.0%
- COC(=O)C1CCN(c2cc(=O)n(-c3ccc(OC)cc3)c(=O)[nH]2)CC1
→ 1.5%	-1.2%	7.6%	1.8%
- COc1ccc(C(=O)OCn2nnc3ccccc3c2=O)cc1OC
→ -0.4%	0.3%	20.3%	4.8%
- COc1ccc(CCNC(=O)Cc2c(C)c3c(cc(C)c4c(C)c(C)oc43)oc2=O)cc1OC
→ ?	6.2%	-3.3%[10.9 µM]	-10.5%
- CCOc1ccc(C2c3c(oc4ccccc4c3=O)C(=O)N2CCCN2CCOCC2)cc1OCC (stereo unspecified)
→ 0.8%	10.3%	-5.1%	13.1%

The list goes on:
Structure,IkB sig inh,p53ts 32C tox,Imprint erasure,p53ts 39C kill
COC(=O)CN(Cc1ccco1)S(=O)(=O)c1ccccc1,0.5%,8.2%,1.3%,-3.5%
CC1CC(C)CN(CCCNC(=O)c2ccc3c(c2)NC(=O)C(N2CCCCC2)S3)C1 (stereo unspecified),3.8%,-22.4%,-20.9%,-18.1%
O=c1[nH]c2sc3c(c2c2nncn12)CCCC3,0.1%,4.4%,4.5%,18.3%
COCc1cc(C)nc2sc3c(=O)oc(C)nc3c12,-0.5%,-2.3%,-3.1%,4.3%
CC(=O)OC1CC[C@@]2(C)C(CC[C@@]3(C)C2CC=C2C4CC(C)(C)CC[C@]4(C)CC[C@@]23C)C1(C)C (stereo partly specified),·,9.8%,-1.9%,6.4%
COc1cc(C(=O)NCc2nnc(SCC(=O)N3CCc4ccccc43)o2)cc(OC)c1OC,-0.9%,21.0%,-8.0%,14.1%
COc1ccc(N2CCN(C(=O)c3cccc(-n4c(C)nc5cccnc54)c3)CC2)cc1,?,-6.8%,-6.0%[10.9 µM],-16.2%
O=C(NCCCN=C1NS(=O)(=O)c2ccccc21)c1ccc(S(=O)(=O)N2CCCCC2)cc1,2.4%,8.0%,5.5%,7.8%
COc1ccc(-c2noc(CCC(=O)NCc3ccc(C)cc3)n2)cc1,6.2%,16.4%,2.3%[10.9 µM],-16.8%
CCCc1nnc(NC(=O)c2cccc(OC)c2)s1,?,-19.2%,-42.9%[inhibitor],-10.9%
COc1ccc(-c2nc3oc4cc(OC)ccc4c(=O)c3c(=O)n2Cc2ccco2)cc1,-0.1%,32.1%[activator],-26.4%,13.8%
COc1ccc2[nH]cc(CCNc3ccnc(-c4c(C)noc4C)n3)c2c1,3.0%[11.4 µM],13.4%,-14.8%,-10.1%
Cn1cc(Br)c(C(=O)NC2C3CC4CC(C3)CC2C4)n1 (stereo unspecified),·,2.7%,·,-0.9%
O=C(Cc1ccccc1)Nc1ccccc1N1CCN(c2ccccc2)CC1,?,7.7%,-11.6%,8.5%
O=C(O)c1cc2c(s1)CCCC2,0.3%,-9.1%,-1.6%,-10.4%
O=C(Nc1cc(Cl)cc(Cl)c1)c1ccc(F)c(S(=O)(=O)N2CCCCCC2)c1,?,0.0%,-19.5%[10.9 µM],?
Cc1ccc(NC(=O)C(C)c2ccc([N+](=O)[O-])cc2)cc1Cl (stereo unspecified),·,-7.0%,·,-0.7%
CCOC(=O)CSc1nc2ccccc2n1CC(=O)NC(C)(C)C,-0.3%,-3.2%,2.7%,2.4%
CCc1ccc(S(=O)(=O)c2nnn3c2nc(N2CCC(C)CC2)c2cc(Cl)ccc23)cc1,?,27.8%,-21.2%[10.9 µM],-13.7%
N#Cc1ccc(COC(=O)CSc2nnc(C3CCCCC3)n2N)cc1,0.9%,0.4%,0.9%,0.0%
COc1cc(C2C(C#N)=C(N)Oc3n[nH]c(C)c32)cc2c1OCO2 (stereo unspecified),3.1%,-8.8%,-7.7%,-2.3%
CN(C)CCNc1oc(COc2cccc(Cl)c2)nc1C#N,-0.1%,-1.7%,9.8%,3.5%
COc1cc(C)ccc1OCCSc1nc2ccc(NC(=O)c3ccccc3F)cc2s1,?,0.8%,-11.1%[10.9 µM],21.0%
Cc1cn(C2CC3OCC3O2)c(=O)[nH]c1=O (stereo unspecified),-0.6%,6.6%,10.1%,14.1%
O=C(Cc1ccccc1)N(Cc1cccnc1)c1nc2c(F)cccc2s1,?,-6.6%,-13.8%[10.9 µM],-30.3%
N#CCc1ccc(NS(=O)(=O)c2cccs2)cc1,-0.6%,-1.2%,-1.0%,-8.5%
CSc1nsc(SC)c1NC(=O)Nc1ccccn1,-1.0%,-8.7%,-13.6%,-7.8%
CCn1c(CNC(=O)COc2ccc(C(C)C)cc2)nnc1SCC(=O)NC1CCCCC1C (stereo unspecified),·,-2.5%,·,10.7%
COCCNc1ncnc2ccc(-c3c(C)noc3C)cc12,?,13.5%,-1.6%,-10.7%
Cc1ccc(NC(=O)c2c(Nc3ccccc3C)sc(C(=O)c3ccccc3)c2N)cc1,-0.2%,-4.2%,7.3%[10.9 µM],-5.8%
COc1ncc2nc(-c3ccc(Cl)cc3)c(=O)n(C[C@H]3CCCO3)c2n1,2.3%[11.4 µM],-10.8%,·,-4.0%
CC(C)CCNC(=O)Cn1cc2c(n1)CCCCC2,-2.6%,0.4%,7.4%,-4.8%
c1cnc(N2CCN(Cc3c[nH]c4ccccc34)CC2)nc1,-3.0%,-4.2%,-26.4%,-13.6%

An excerpt from above in order of count of non-hydrogen atoms, falling.
Structure,IkB sig inh,p53ts 32C tox,Imprint erasure,p53ts 39C kill
COc1cc(C)ccc1OCCSc1nc2ccc(NC(=O)c3ccccc3F)cc2s1,?,0.8%,-11.1%[10.9 µM],21.0%
CSc1nsc(SC)c1NC(=O)Nc1ccccn1,-1.0%,-8.7%,-13.6%,-7.8%
Cc1cn(C2CC3OCC3O2)c(=O)[nH]c1=O (stereo unspecified),-0.6%,6.6%,10.1%,14.1%
